# Screens deposited in PubChem by National Center for Advancing Translational Sciences (NCATS).
# TbPYK inhibitor = T. brucei pyruvate kinase inhibition; Q57TT1; TbPYK enzyme, Kinase-Glo Plus ATP luminescence, 45 min; Potency, µM (doses to about 76.8 µM), without a hit: at the top dose activity, negative = inhibition, most hits filed as inhibitors; 410,000 compounds, 0.12% hits; also: potency is read from the fitted curve at half-maximal effect; % is scaled to controls: 0 for no effect and ±100 for the full control effect; nearly all actives have a fitted effect of over 50% in size
#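 Readout: single end-point luminescence (Kinase-Glo Plus, 10 min). Reaction conditions were TbPYK/substrate plus 130 uM ADP, 45 min at RT, pH 7.2 TEA buffer. No-enzyme wells served as controls, and data were normalized before concentration-response fitting.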
# Pf growth 48h = inhibits P. falciparum growth in the first generation, 48 h; P. falciparum luciferase growth in erythrocytes, 48 h; Potency, µM (series often up to 28.7 µM), for the others: top-dose activity change, negative = inhibition, usual class: inhibitors; 310,000 compounds, 5.9% hits; also: potency is read from the fitted curve at half-maximal effect; % is scaled to controls: 0 for no effect and ±100 for the full control effect
#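 Growth was read as firefly luciferase luminescence after a 48 h, 37 C, 5% CO2 exposure of compounds to reporter-bearing P. falciparum cultures (0.1% parasitemia, 2% hematocrit final) in Albumax-supplemented RPMI 1640.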
# LmPK inh = LmPK (Leishmania mexicana) enzyme inhibition | Potency, µM (series often up to 57.5 µM), for inactives: at the top dose activity change, negative = inhibition, hits mostly inhibitors | 290,000 compounds, 0.37% hits | purified LmPK, Kinase-Glo ATP luminescence, 1 h | Q27686; also: potency is read from the fitted curve at half-maximal effect; % is scaled to controls: 0 for no effect and ±100 for the full control effect
# Target sequence (Q27686 whole entry, looked up): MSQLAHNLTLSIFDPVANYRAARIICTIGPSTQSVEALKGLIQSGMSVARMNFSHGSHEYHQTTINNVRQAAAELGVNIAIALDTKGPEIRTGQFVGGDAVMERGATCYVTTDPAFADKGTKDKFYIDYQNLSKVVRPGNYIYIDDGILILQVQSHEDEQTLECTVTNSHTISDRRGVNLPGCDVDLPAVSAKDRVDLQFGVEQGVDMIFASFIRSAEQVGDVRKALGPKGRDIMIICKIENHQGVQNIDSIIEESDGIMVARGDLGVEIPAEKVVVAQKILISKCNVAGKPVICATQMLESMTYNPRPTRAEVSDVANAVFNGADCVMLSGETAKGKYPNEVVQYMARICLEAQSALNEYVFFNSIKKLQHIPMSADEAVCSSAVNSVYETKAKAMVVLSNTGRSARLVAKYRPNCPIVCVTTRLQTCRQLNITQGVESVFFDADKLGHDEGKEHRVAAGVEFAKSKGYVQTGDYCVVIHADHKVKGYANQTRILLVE
#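 Pyruvate kinase activity monitored as ATP production (luciferase luminescence). Conditions: 0.1 nM enzyme, 0.5 mM PEP, 0.1 mM ADP, 1 h, RT; normalized against uninhibited and no-enzyme wells.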
# Shiga inhibitor = blocks Shiga toxin action in Vero cells; Vero cells, Shiga toxin protein synthesis inhibition reporter; inhibition, % at 38.7 µM; 290,000 compounds, 9.2% hits; in the data active = inhibition mostly above about 28%, no sharp cut-off; inactive = mostly below about 43%; also: 0% is about no effect
# Cycloheximide cs = affects cycloheximide protein synthesis inhibition readout, counter-screen; cell reporter, cycloheximide protein synthesis inhibition counterscreen; max response, %; 300,000 compounds, 12% hits; in the data active = max response mostly above about 13%, no sharp cut-off; inactive = mostly below about 14%; also: read at 38.3 µM for the half of the compounds with a filed dose; 0% is about no effect
# AMA1-RON2 inh = disrupts binding of P. falciparum AMA1 to RON2; AlphaScreen AMA1-biotinylated RON2 peptide binding; Potency, µM (series often up to 58.2 µM), without a hit: at the highest dose activity change, negative = inhibition, hits mostly inhibitors; 360,000 compounds, 0.2% hits;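 also: potency is read from the fitted curve at half-maximal effect; 0% = vehicle wells and -100% = peptide control; nearly all actives have a fitted effect of over 45% in size; some results filed as inactive show a strong effect at the top dose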
#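 AMA1 (3D7) with his tag at 25 nM final met compounds first, then biotinylated RON2 peptide at 25 nM; detection used donor plus acceptor beads, 10 µg/mL apiece, read by AlphaScreen after 30 min at room temperature.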
# Pf growth 96h = inhibits malaria parasite growth, 96 h; Potency, µM (doses to about 28.7 µM), inactives show at the highest dose activity change, negative = inhibition, usual class: inhibitors; P. falciparum luciferase reporter growth, 96 h; 320,000 compounds, 6.9% hits; also: potency is read from the fitted curve at half-maximal effect; % is scaled to controls: 0 for no effect and ±100 for the full control effect
#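 Plates of compound plus infected erythrocytes (2% hematocrit, 0.05% parasitemia final) incubate 96 hours, 37 C, 5% CO2. Detection reagent added; reduced luminescence from the parasites' luciferase reporter flags inhibition.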
# Starred values were filed as active, the others as inactive; ? = inconclusive; . = no result given; + = active, no number; & = joins results of further samples; [ ] = another dose, or the depositor's remark. Unless noted, calls follow the shape of the dose curve; as a rule, active = well fitted curve in the direction sought with a large enough effect; inconclusive = small, poorly fitted or top-dose-only effect, or another doubt; inactive = no such curve, though single readings can be large; an effect the other way counts as inactive or inconclusive.
compound	TbPYK inhibitor	Pf growth 48h	LmPK inh	Shiga inhibitor	Cycloheximide cs	AMA1-RON2 inh	Pf growth 96h
Cc1cc(C)nc(N2CCN(c3ncnc4c3oc3ccccc34)CC2)n1	.	31%[activator]	0%	-4	10	.	12%[5.75 µM]
CCOCCCNCC(=O)NCC1CCCCC1	-4%	4%	-12%	-5	-3	9%	1%
O=c1[nH][nH]c(C(F)(F)F)c1/C=N/N1CCOCC1	8%	23%	7%	-18	-5	19%	40%[activator]
Cc1ccc(-c2cc(C(=O)Nc3nn[nH]n3)c3ccccc3n2)cc1	-10%	74%[activator]	4%	5	2	13%	51%[activator]
CC(C)c1cccc(C(C)C)c1OC(=O)[C@H]1OC(c2ccc(Br)cc2)=C[C@@H]1c1ccc(Br)cc1	2%	?	.	.	.	-2%	?
C=CCSc1nc(C)cc(C(=O)OCC)c1C#N	-1%	47%[activator]	0%	9	-2	23%	64%[activator]
CCNc1sc(S(C)(=O)=O)nc1S(=O)(=O)c1ccc(Cl)cc1	-18%	?	7%	-13	5	-1%	?
COc1cc(/C=N/Nc2nc(Nc3ccccc3)nc(N3CCCCC3)n2)ccc1OCC(=O)O	2%	130%[activator]	-5%	9	8	-20%	?
Cn1c(=N)n(CC(O)c2ccco2)c2ccccc21 (configuration not stated)	0%	28%	4%	17	-3	-7%	52%[activator]
CNC(=O)c1c(NC(=O)C2=COCCO2)sc2c1CCC(C)C2 (configuration not stated)	4%	20%	7%	3	7	12%	-10%
COC(=O)Cn1c(=NC(=O)CSCC(=O)Nc2cc(C)on2)sc2ccccc21	6%	7%	6%	-5	-3	-3%	-7%
O=C(CNC(=S)N(CCCN1CCOCC1)Cc1cccs1)N1CCCCCC1	0%	?	12%	-12	-7	-4%	?
CCN(CC)S(=O)(=O)c1ccc(C)c(NC(=O)CSc2nc3ccc(C)cc3[nH]2)c1	-10%	?	2%	15	2	-10%	?
NC(=O)c1cc2ccccc2o/c1=N\NC(=O)c1ccccc1O	1%	14%	-3%	-19	1	80%[activator]	26%
COc1cccc(NC(=O)Nc2ccc3c(c2)nnn3C)c1	-8%	61%[activator]	1%	59*	32*	2%	?
CC(=O)N1CCc2cc(S(=O)(=O)CCC(=O)N3CCc4ccccc4C3)ccc21	-3%	.	9%	-6	-4	4%	?
CCCCNC(=O)CCC(=O)Nc1ccc2nc(N3CCN(C)CC3)cc(C)c2c1	-2%	-6%	-4%	5	7	-1%	4%
O=C(Nc1nnc(Cc2ccc(Cl)cc2)s1)C1CCCO1 (configuration not stated)	-4%	16%	-1%	40	18	-8%	-17%
COc1cc(O)c(C(CCN2CCCC2)c2ccc3c(c2)OCO3)c(OC)c1 (configuration not stated)	-5%	2.9µM*	3%	-5&-7	6&-3	-26%	2.9µM*
c1ccc(CCSc2ncnc3nc[nH]c23)cc1	-3%	75%[activator]	0%	39*	29*	21%	43%[activator]
O=C(COC(=O)c1cc(F)cc(F)c1)NCCCc1ccccc1	-4%	29%	8%	-10	-7	-4%	37%[activator]
Cc1ccc(/C=C/C(=O)OC(C)C(=O)NC2CCCCC2C)o1 (configuration not stated)	-3%	-15%	.	.	.	-5%	26%
N/C(=N\OC(=O)c1ccco1)c1ccccc1	-18%	321%[activator]	22µM*	+	32*	8%	13%
CN(C)S(=O)(=O)c1cccc(NC(=O)c2ccc3nccnc3c2)c1	5%	23%	8%	44	20*	8%	-10%
COCCCN1C(=O)C(O)=C(C(C)=O)C1c1ccccn1 (configuration not stated)	-4%	16%	1%	-5	1	-3%	?
CC1CCCCC1NC1CCN(C)CC1 (configuration not stated)	-8%	-7%	-1%	-2	-3	-2%	9.3µM*
O=C(Nc1ccon1)c1ccc(N2CCCCC2)c([N+](=O)[O-])c1	1%	125%[activator]	2%	99*	45*	-7%	?
O=C(NCCC1=CCCCC1)C(=O)NCC(c1ccco1)N1CCN(c2ccccc2)CC1 (configuration not stated)	-10%	-2%	1%	-5	-4	0%	0%
COc1cc2c(cc1O)C(Cc1ccc(O)cc1)[N+](C)([O-])CC2 (configuration not stated)	-13%	39%[activator]	1%	-5	-5	21%	23%
CCOC(=O)c1sc(NC(=O)c2cc3n(n2)C(C(F)(F)F)CC(c2ccccc2)N3)c(C(=O)OCC)c1C (configuration not stated)	0%	?	1%	25	13	3%	?
CCn1c(=O)n(CC)c2cc(N3CCCC3)c(NC(=O)c3ccccc3OC)cc21	-10%	?	0%	4	-2	-21%	-2%
Cc1ccc(C)c(SCC(=O)OCC(=O)c2ccco2)c1	-10%	-5%	14%	24	-1	-10%	0%
CC1CCCCN1S(=O)(=O)c1ccc(S(=O)(=O)N(Cc2ccccc2)Cc2ccco2)cc1 (configuration not stated)	-2%	10µM*	1%	16	-3	3%	10µM*
COc1cccc(CN(C)CC(=O)NCc2ccc(C)cc2)c1	-7%	4%	1%	-8	-2	-28%	26%
CC(C)(C)NC(=O)NC(=O)COC(=O)c1cccc(F)c1	4%	-13%	3%	-12	-3	-17%	-4%
O=C(CCCc1ccccc1)N1CCN(C2CCCCC2)CC1	-2%	115%[activator]	-4%	.	29*	-19%	?
CC(CC(=O)Nc1nc2ccccc2[nH]1)c1ccccc1 (configuration not stated)	-11%	99%[activator]	-8%	84*	46*	47%[activator]	.
CCCc1ccc(-c2ccc(/C=C/C(=O)O)cc2)nc1	-9%	82%[activator]	-8%	61*	33	15%	?
CC(=O)N(\C=C/C=C/C=C1\Sc2ccccc2C1=O)c1ccccc1	-14%	?	14%	115*	59*	-2%	64%[activator]
O=C(Nc1cccc(C(=O)O)c1)/C(=C/c1ccc([N+](=O)[O-])cc1)NC(=O)c1ccccc1	2%	24%	6%	-9	-6	5%	21%

# Next part (3 carried over from the part before).
mol | TbPYK inhibitor | Pf growth 48h | LmPK inh | Shiga inhibitor | Cycloheximide cs | AMA1-RON2 inh | Pf growth 96h
CCCc1ccc(-c2ccc(/C=C/C(=O)O)cc2)nc1 | -9% | 82%[activator] | -8% | 61* | 33 | 15% | ?
CC(=O)N(\C=C/C=C/C=C1\Sc2ccccc2C1=O)c1ccccc1 | -14% | ? | 14% | 115* | 59* | -2% | 64%[activator]
O=C(Nc1cccc(C(=O)O)c1)/C(=C/c1ccc([N+](=O)[O-])cc1)NC(=O)c1ccccc1 | 2% | 24% | 6% | -9 | -6 | 5% | 21%
CCn1c(SCC(=O)NCc2ccc3c(c2)OCO3)nnc1-c1c[nH]c2ccccc12 | -3% | ? | 1% | -5 | -3 | 24% | ?
O=C(CSc1nnnn1C1CCCCC1)N1CCN(C(=O)c2ccco2)CC1 | -2% | ? | -3% | -3 | 2 | -5% | 17%
O=C(CSc1nnc(-c2ccco2)n1-c1ccccc1)NCC1CCCO1 (configuration not stated) | 1% | 20% | 1% | 11 | 1 | 1% | 4%
COc1ccc(Cl)cc1N=Cc1c(O)c2ccccc2oc1=O | -5% | 5% | 2% | -1 | -1 | 4% | -8%
COc1ccc(CNc2oc(C)nc2C#N)cc1 | 2% | -15% | 4% | -4 | -3 | -4% | -23%
CC(=O)N1CCN(c2ccccc2NC(=O)c2ccco2)CC1 | 2% | ? | 4% | -9 | 13 | -11% | -1%
CC1CN(C2CCCCC2)c2nc3c(c(=O)n(C)c(=O)n3C)n2C1 (configuration not stated) | -3% | -10% | -10% | 8 | -3 | -4% | -6%
NS(=O)(=O)c1ccc(NCc2c(F)cccc2Cl)cc1 | 5% | 91%[activator] | -2% | 27 | 8 | -2% | 20%
COCCNc1nc2nonc2nc1N1CCCC1c1nccs1 (configuration not stated) | -1% | 0% | 2% | -4 | -4 | 48%[activator] | -15%
O=c1[nH]c(N2CCCCCC2)nc2ncn(Cc3ccccc3)c12 | -6% | -23% | -1% | -11 | -2 | 9% | ?
CC(Oc1ccccc1)C(=O)Nc1nc(-c2ccccn2)cs1 (configuration not stated) | -12% | 1.9µM* | . | . | . | 45%[activator] | 2.3µM*
Cc1cc(N2C(=O)C3C4C=CC(C4)C3C2=O)ccc1Br (configuration not stated) | 4% | -7% | -2% | -4 | 1 | -23% | 12µM*
CCCCCCC(=O)c1c(O)n(-c2ccccc2OC)c(=O)[nH]c1=O (tested in a mixture with another compound) | -2% | 2% | -1% | -10 | -1 | 1% | 21%
CCOc1ccc(NC(=O)CNC(=O)c2nn(-c3ccc(OC)cc3)c(=O)c3ccccc23)cc1 | -3% | 9.3µM* | -1% | 3 | -2 | -16% | -10%
CCOC(=O)N1CCN(Cc2nc3c(c(=O)n(C)c(=O)n3C)n2Cc2ccccc2C)CC1 | 4% | 10µM* | -1% | -17 | 1 | 14% | ?
CN1C(=O)CC(N2CCN(C(c3ccccc3)c3ccccc3)CC2)C1=O (configuration not stated) | -2% | ? | -1% | -14 | -2 | -20% | .
O=C(CNC(=O)c1cccs1)NC1=NCCS1 | 0% | 133%[activator] | 11% | 21* | 42* | 5% | 35%[activator]
Nc1cc(=O)[nH]c(=O)n1Cc1ccco1 | 7% | -12% | -1% | -4 | -2 | -25% | -97%
Cc1cc(C)nc(NC(=NCCc2c[nH]c3ccccc23)NC(=O)Nc2ccc(Cl)c(Cl)c2)n1 | -3% | ? | 2% | 17 | -4 | -8% | 2.1µM*
N#Cc1c(C(F)(F)F)cc(-c2ccccc2)nc1SCC(=O)Nc1sc2c(c1C#N)CCC2 | -4% | ? | -2% | -9 | -2 | -15% | 12µM*
CCS(=O)(=O)Nc1ccc(C2=NN(S(C)(=O)=O)C(c3cccs3)C2)cc1 (configuration not stated) | 0% | 5% | 2% | 43 | 21* | 19% | 38%[activator]
CCN(CC)Cc1c(-c2ccccc2)[nH]c2ccc(C)cc2c1=O | -1% | . | 7% | 35* | 29* | 8% | ?
COC(=O)N1C(=O)[C@](c2ccc(Cl)cc2)(C(C)C)N1C(=O)OC | -7% | -1% | -4% | 4 | 7 | 0% | 9%
COc1ccccc1C(C)NS(=O)(=O)c1ccc(Cl)nc1 (configuration not stated) | -1% | ? | . | . | . | -4% | -11%
Cc1ccc(C(C)NC(=O)Cn2nc(C)c([N+](=O)[O-])c2C)cc1 (configuration not stated) | -3% | -5% | -2% | -6 | 6 | -1% | 0%
CCN(CC)C(=O)c1cccc(NC(=O)c2ccc3c(=O)n4c(nc3c2)CCC4)c1 | 3% | ? | . | . | . | -12% | 0%
